MT stabilize HCS: microtubule stabilizers in HeLa cells, primary screen, imaging, high-content imaging; AID 2205, 2009; % tubulin-high responders, % at 10 µM; 200,000 compounds, 0.83% hits; HeLa tubulin immunostaining HCS, 24 h; share of cells brighter than vehicle mean+2SD;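 active = plate Z-score above 3 for both tubulin-high and condensed-nucleus cell shares, with cell loss under 80%, at 10 µM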;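 also: anti alpha tubulin signal scored within the nucleus-defined area of each cell; some results filed as inactive read as strong as hits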
Dynein cargo inh: inhibitors of GR-EGFP nuclear translocation, primary screen, dynein cargo transport inhibitor project, imaging, high-content, 3617.4 mouse cells; test concentration mostly 20 µM; stimulated with dexamethasone, 1 µM; active compounds read low; 220,000 compounds, 0.47% hits; AID 1381, 2008; z-score, hits read low;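 active = plate z-score of nuclear minus cytoplasmic receptor signal below a set negative limit, without overly bright fluorescence or cell loss, cut at about -3.5 in these data, passing the limit was not always enough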;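 also: z-score of nuclear minus cytoplasmic ring GR-EGFP intensity difference per well; some compounds called inactive have numbers as strong as hits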
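Medium: Induction medium lacking tetracycline, stripped serum | Probe or stimulus: 1.0 µM final dexamethasone stimulus | Schedule: 48 h induction, then 1 h compound, then 30 min agonist, 37 °C | Signal: Automated 10x imaging of fixed Hoechst-stained cells | Evaluation: Per-cell GR-EGFP intensity, nucleus versus surrounding cytoplasmic ring, well-averaged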
Autophagy HCS: autophagy modulators in MEF cells, primary screen, imaging, high-content, MEF GFP-LC3. MEF GFP-LC3 puncta imaging; test concentration mostly 10 µM. calls only at 10 µM (by protocol). 190,000 compounds, 0.98% hits;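 active = percentage of spot-positive cells more than 3 SD above its plate mean, without a fluorescence outlier flag or 80% toxicity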;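 also: spot-positive cell cutoff set from DMSO-treated cells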
bCat nuc transl: modulators of beta-catenin nuclear translocation, primary screen, imaging, HeLa cells, immunofluorescence, high-content; nuclear translocation activity, % at 5 µM; 190,000 compounds, 0.3% hits;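 active = nuclear translocation activity above 50% at 5 µM, with a well cell count of 50 or more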;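 also: per-cell ratio of nuclear to cytoplasmic median beta-catenin stain intensity; plate controls were DMSO negative control for no effect and GSK-3 inhibitor IX positive control for full effect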
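Signal – beta-catenin immunofluorescence imaging with DAPI · Test system – human HeLa cell line · Dosing – 5 µM primary single dose, 0.1% DMSO, 0.02–20 µM confirmation series · Measure – % activation, nuclear-to-cytoplasmic median beta-catenin signal ratio per cell · Incubation – 24 h compound exposure at 37°C, 5% CO2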
ER stress rescue: rescue of cells from ER stress-induced death, primary screen, 384-well, CSM14.1, thapsigargin, ATP luminescence (AID 1222); cellular ATP content (survival), % at 20 µM; hits with a dose series show EC50 in µM; 190,000 tested, under 10 active; CSM14.1 thapsigargin-induced death rescue, ATP luminescence; higher % means a stronger effect;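 active = EC50 below 50 µM in the dose-response confirmation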;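 also: death triggered by thapsigargin at about 15 µM added after 2 h compound pretreatment; cell ATP read after overnight thapsigargin exposure of roughly 18 to 22 hours; normalized against plate controls of thapsigargin alone and 5% DMSO vehicle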
Lipid droplet: inhibitors of hepatocyte lipid droplet formation, primary screen, imaging, high-throughput imaging, BODIPY stain. AID 1656, 2009. AML12 mouse hepatocytes, oleate lipid droplets. inhibition, % at 6.5 µM. 240,000 compounds, 0.4% hits;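 active = lipid droplet intensity inhibited by at least 50%, with more than 500 cells counted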
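Material: mouse AML12 hepatocyte cell line, fixed after treatment; Timing: compound with oleate, overnight; Technique: high-content imaging of BODIPY-stained droplets and DAPI nuclei; Probe or stimulus: oleate, 100 µM final; Dosing: compound at 6.5 µM only.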
Ins promoter up: insulin promoter activators in MIN6 cells, imaging, high-content screening, mouse beta cells | MIN6 insulin promoter-GFP reporter; active compounds read high | z-score at 5 µM | 190,000 compounds, 0.3% hits | AID 1625, 2009;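 active = z-score above 3 at 5 µM with at least 500 cells counted in the well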
T cell modulator: modulators of CD8 T cell-vesicle binding, primary screen, mouse 2C CD8+ T cells, flow cytometry. AID 2052, 2009. 2C CD8+ T cell-vesicle binding; active compounds read low. calls only at 7 µM. 330,000 compounds, 0.068% hits;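 active = response, share of CD8 T cells binding vesicles, and their 90th percentile fluorescence all below set limits, cut at about 80% in these data, passing the limit was not always enough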
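Assay system – 2C mouse CD8+ T cells · Also added – QL9-loaded Drosophila micro-vesicles · Timing – Cell–vesicle co-incubation 1.5 h at 37 °C, staining 20 min on ice · Signal – flow cytometry of vesicle-bound cells · Measure – percent CD8+ FL2 mean versus row control · Controls – Peptide-free naked vesicles (low) and QL9 vesicles with 0.7% DMSO vehicle (high)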
PhoP inhibition: inhibitors of PhoP regulon expression, primary screen, Salmonella Typhimurium, GFP reporter (AID 1863); S. Typhimurium PhoP-regulated promoter GFP reporter, 4 h; higher % means a stronger effect; 300,000 compounds, 0.16% hits; inhibition, % at 50 µM, or IC50 in µM where a hit was titrated;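 active = inhibition over 29.93%, a cutoff 3 SD above the screen mean, later confirmed by dose response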;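 also: 0% = low Mg2+ inducing control and 100% = high Mg2+ repressing control; strong numbers were not always called active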
Dynein cargo inh cytoplasmic EGFP: second read-out of Dynein cargo inh, no call of its own (marks repeat the call); z-score; measured here: cytoplasmic GR-EGFP intensity; active compounds read high
Dynein cargo inh nuclear GR-EGFP: recorded beside Dynein cargo inh, whose call it bears; z-score; measured here: nuclear GR-EGFP intensity;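 lower value marks the stronger effect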
Dynein cargo inh cell count: recorded beside Dynein cargo inh, whose call it bears; z-score; measured here: cell count per field
Ins promoter up cell count: recorded beside Ins promoter up, whose call it bears; cell count; measured here: cytotoxicity, nuclei count;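 total cells summed across four imaged fields per well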
Lipid droplet cells 6.5 µM: also measured in Lipid droplet; calls as there; cell count; measured here: cell count, cytotoxicity flag;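 cells counted across two imaged fields per well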
bCat nuc transl cell count 5 µM: also measured in bCat nuc transl; calls as there; cell count; measured here: cell count, cytotoxicity flag
T cell modulator vesicle-bound %: also measured in T cell modulator; calls as there; double positive events, %; measured here: CD8+ vesicle-bound cell fraction;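 binding gate set so that unloaded-vesicle control wells show 10% double positive cells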
MT stabilize HCS Hoechst-high %: also measured in MT stabilize HCS; calls as there; % Hoechst-high responders; measured here: nuclear condensation Hoechst responders;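 share of cells brighter than vehicle mean plus two SD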
MT stabilize HCS cytotoxicity %: second read-out of MT stabilize HCS, no call of its own (marks repeat the call); toxicity, %; measured here: cytotoxicity by cell density;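 0% = mean cell density of plate MIN control wells and 100% = no cells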
Autophagy HCS cell loss 18 h: second read-out of Autophagy HCS, no call of its own (marks repeat the call); toxicity, %; measured here: cell loss, nuclei count;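 cell loss after 18 h compound exposure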
An asterisk follows results filed as active; i = inactive; x = not tested or not shown.

SMILES	MT stabilize HCS	MT stabilize HCS Hoechst-high %	MT stabilize HCS cytotoxicity %	Dynein cargo inh	Dynein cargo inh cytoplasmic EGFP	Dynein cargo inh nuclear GR-EGFP	Dynein cargo inh cell count	Autophagy HCS	Autophagy HCS cell loss 18 h	bCat nuc transl	bCat nuc transl cell count 5 µM	ER stress rescue	Lipid droplet	Lipid droplet cells 6.5 µM	Ins promoter up	Ins promoter up cell count	T cell modulator	T cell modulator vesicle-bound %	PhoP inhibition
COC(=O)c1cc(NC(=O)c2ccccc2)c(=O)oc1C/C=N\OCc1ccc(Cl)cc1Cl	1.8	2.0	8.7	0.886	0.432	0.768	0.408	i	10.0	x	x	-1.1%	-9.3	836	0.29	844	i	47.7	-13.8%
Cc1nc2ccc(NC(=O)NCCCO)cc2s1	1.1	1.0	5.3	-0.733	0.0916	-0.143	0.416	i	-6.2	-2.1	1229	-1.2%	-1.7	756	-0.06	1314	i	54.2	3.6%
C/C(=C\c1ccccc1)C(=O)c1c(C)cc(C)[nH]c1=O	3.1	2.9	13.0	0.118	-0.186	0.121	1.58	i	2.2	0.8	1095	0.2%	2.8	732	-0.81	1239	i	60.4	-0.5%
CCCOc1ccc(C(=O)N2CC3(CC(c4cccc(NC(=O)[C@@H]5CCC(=O)N5)c4)=NO3)C[C@H]2C(=O)NC2(C(N)=O)CC2)cc1 (stereo partly specified)	2.6	1.9	5.7	0.522	-0.14	0.649	-0.686	i	12.1	1.9	1294	4.1%	x	x	0.81	1628	i	48.5	0.0%
CCOC(=O)/C(C(=O)Nc1ccc(Cl)cc1Cl)=C1/NC(C)(C)Cc2ccccc21	1.8	3.0	7.2	-0.254	-0.221	0.191	-0.478	i	7.5	-1.9	1105	3.1%	0.5	492	1.09	1523	i	54.7	1.6%
COc1ccc(-c2cc(CCCC(=O)NCCc3ccc(OC)cc3OC)no2)cc1	4.4	4.0	7.2	-0.424	-0.269	-0.0287	0.115	i	-3.0	1.7	1354	6.5%	x	x	0.27	1378	i	40.3	-2.1%
CCCCNC(=S)Nc1ccc(Oc2ccccc2)cc1	2.3	3.1	5.7	-1.24	-0.304	-0.209	0.852	i	10.7	0.4	891	0.1%	2.7	762	0.41	1570	i	29.8	0.5%
Cc1ccc2nc(SCC(=O)Nc3cccc(S(=O)(=O)NC4=NCCCCC4)c3)[nH]c2c1	x	x	x	-0.595	-0.265	-0.395	1.09	x	x	0.6	1301	x	-5.3	690	-0.17	1087	i	49.7	-12.3%
O=C(O)CCCn1cc(NC(=O)c2ccc(F)cc2)cn1	1.8	1.3	1.6	-0.692	-0.0146	-0.257	0.317	i	10.4	-1.2	1067	0.7%	-1.3	624	-0.35	1540	i	25.2	-4.5%
Cc1ccc(-c2nnc(-c3cccc(Br)c3)o2)cc1	4.9	2.2	6.0	-1.04	-0.209	-0.248	0.488	i	8.1	x	x	-0.7%	-8.5	740	-0.24	1275	i	32.6	0.2%
COc1ccc(C(C)C)cc1S(=O)(=O)n1ccnc1C	3.9	1.5	1.5	1.52	-0.0885	0.473	-0.626	i	-5.8	-2.9	539	-1.2%	-37.0	620	-0.09	1286	i	37.0	17.2%
COc1cc(OC)c(OC)cc1CN1CCN(c2ccccc2OC)CC1	2.0	2.0	4.7	0.0578	-0.185	-0.0301	0.204	i	6.3	-0.7	839	-1.0%	-1.0	754	0.14	1208	i	11.1	0.7%

Record cards, as listed above:
COc1ccc(C(C)C)cc1S(=O)(=O)n1ccnc1C is listed as MT stabilize HCS = 3.9; MT stabilize HCS Hoechst-high % = 1.5; MT stabilize HCS cytotoxicity % = 1.5; Dynein cargo inh = 1.52; Dynein cargo inh cytoplasmic EGFP = -0.0885; Dynein cargo inh nuclear GR-EGFP = 0.473; Dynein cargo inh cell count = -0.626; Autophagy HCS = i; Autophagy HCS cell loss 18 h = -5.8; bCat nuc transl = -2.9; bCat nuc transl cell count 5 µM = 539; ER stress rescue = -1.2%; Lipid droplet = -37.0; Lipid droplet cells 6.5 µM = 620; Ins promoter up = -0.09; Ins promoter up cell count = 1286; T cell modulator = i; T cell modulator vesicle-bound % = 37.0; PhoP inhibition = 17.2%
Cc1ccc(-c2nnc(-c3cccc(Br)c3)o2)cc1 is listed as MT stabilize HCS = 4.9; MT stabilize HCS Hoechst-high % = 2.2; MT stabilize HCS cytotoxicity % = 6.0; Dynein cargo inh = -1.04; Dynein cargo inh cytoplasmic EGFP = -0.209; Dynein cargo inh nuclear GR-EGFP = -0.248; Dynein cargo inh cell count = 0.488; Autophagy HCS = i; Autophagy HCS cell loss 18 h = 8.1; bCat nuc transl = x; bCat nuc transl cell count 5 µM = x; ER stress rescue = -0.7%; Lipid droplet = -8.5; Lipid droplet cells 6.5 µM = 740; Ins promoter up = -0.24; Ins promoter up cell count = 1275; T cell modulator = i; T cell modulator vesicle-bound % = 32.6; PhoP inhibition = 0.2%

Additional records follow:
SMILES	MT stabilize HCS	MT stabilize HCS Hoechst-high %	MT stabilize HCS cytotoxicity %	Dynein cargo inh	Dynein cargo inh cytoplasmic EGFP	Dynein cargo inh nuclear GR-EGFP	Dynein cargo inh cell count	Autophagy HCS	Autophagy HCS cell loss 18 h	bCat nuc transl	bCat nuc transl cell count 5 µM	ER stress rescue	Lipid droplet	Lipid droplet cells 6.5 µM	Ins promoter up	Ins promoter up cell count	T cell modulator	T cell modulator vesicle-bound %	PhoP inhibition
O=C(COc1ccc(Br)cc1CNCCCN1CCOCC1)Nc1ccccc1	8.4	2.0	7.6	-0.392	-0.302	-0.563	0.206	i	2.5	-3.8	569	-1.3%	-28.3	649	-0.12	1349	i	16.1	7.8%
CCN(CC)N=Nc1ccc(S(N)(=O)=O)cc1	1.9	1.9	9.7	-0.658	-0.276	0.0369	0.965	i	-6.2	0.1	966	0.6%	-6.6	694	-0.23	1470	i	16.8	x
CCOc1ccc(NC(=O)CSc2nc3ccccc3c(=O)n2CCCC(=O)NCCCN2CCCC2=O)cc1	4.8	2.4	8.3	-0.298	-0.265	-0.438	0.907	i	-5.2	-1.0	1160	-1.1%	-7.9	677	-0.5	1172	i	59.0	-3.0%
CCOC(=O)C1CCN(S(=O)(=O)c2ccc(C(C)=O)cc2)CC1	4.6	1.3	6.9	0.0934	-0.227	-0.125	-0.748	i	2.6	-2.8	1145	1.7%	10.4	718	0.21	1136	i	14.6	-4.7%
Cc1cccc(C)c1NC(=O)CNc1ccccc1	4.4	3.0	9.9	-0.0358	-0.226	-0.0536	-0.0855	i	-5.6	-0.9	1081	-2.6%	8.9	643	0.01	1965	i	20.3	0.9%
CC(=O)C1=C(C)N(CC2CC2)C(=O)N[C@H]1c1ccc(Br)cc1	4.8	2.4	12.9	0.137	0.148	0.418	0.544	i	-2.2	x	x	-0.8%	-5.2	671	0.19	1367	i	33.7	-5.3%
O=C(CSc1ncccc1-c1nc2ccccc2[nH]1)N1CCN(c2ccccc2F)CC1	2.1	1.1	5.5	-0.453	-0.206	-0.375	0.368	i	1.8	-0.9	894	-0.6%	x	x	-0.62	1117	x	x	2.3%
O=C(c1ccccc1)N1CCCC(c2ccc(Cl)cc2)=N1	3.2	1.2	7.3	-0.0669	-0.189	-0.333	-0.061	i	-21.6	-2.0	1398	-1.0%	x	x	0.23	1527	i	53.9	-4.1%
C=CCn1cccc(/C=C/C(=O)c2ccc(C(C)(C)C)cc2)c1=S	1.0	4.1	9.2	-0.568	-0.294	-0.421	0.206	i	-0.7	3.4	505	2.7%	-4.0	708	-0.29	979	i	30.5	-12.1%
CCn1c(SCC(=O)NNC(=S)Nc2ccccc2)nnc1-c1ccc(Cl)cc1	6.3	2.5	1.6	1.49	-0.203	1.59	-1.91	i	5.0	-1.6	1165	2.1%	25.4	702	-0.08	1491	i	39.6	0.7%
CCCN1C(=O)C(NC(C)=O)c2cc(OC)ccc21 (stereo unspecified)	2.4	1.4	8.5	1.39	-0.195	0.773	-1.1	i	9.5	x	x	-0.8%	x	x	x	x	i	36.2	4.8%
COc1ccc(Cl)cc1S(=O)(=O)N1CCCC(C(=O)NCC(N)=O)C1 (stereo unspecified)	3.0	1.8	10.6	0.232	-0.406	0.0823	0.0649	i	3.5	x	x	x	x	x	x	x	i	19.4	x

Assay outcomes (PubChem)
